RBBP9 inh: inhibitors of human serine hydrolase RBBP9; O75884; inhibition, % at 7.94 µM; 220,000 compounds, 0.2% hits; recombinant RBBP9, FP-Rh probe fluorescence polarization;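 active means inhibition above the campaign mean of all tested compounds plus 3 SD, cut at about 14% in these data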;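 further: plate controls were DMSO wells with RBBP9 for no effect and wells lacking RBBP9 protein for full effect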
Target sequence (O75884 whole entry, looked up): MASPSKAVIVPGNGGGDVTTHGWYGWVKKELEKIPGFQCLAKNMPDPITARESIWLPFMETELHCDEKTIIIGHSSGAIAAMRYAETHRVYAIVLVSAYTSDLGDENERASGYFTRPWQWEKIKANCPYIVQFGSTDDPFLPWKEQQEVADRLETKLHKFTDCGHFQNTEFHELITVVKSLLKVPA
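System: RBBP9 protein / Buffer or medium: Tris/NaCl buffer pH 8.0 with 0.1% Pluronic / Probe or stimulus: Serine-hydrolase probe FP-Rh, 375 nM pre-mixing / Dosing: 7.94 µM single dose, 0.794% DMSO / Times: enzyme-compound preincubation 30 min, then probe labeling 45 min, 25 °C / Technique: fluorescence polarization (mP), excitation 525 nm, emission 598 nm / Replication: singlicate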
p97 ATPase inh: human p97 ATPase inhibition. P55072. recombinant p97 ATPase, Kinase-Glo ATP luminescence, 3 h. inhibition, % at 8 µM. 220,000 compounds, 0.42% hits; in the data active means inhibition above about 15%;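 further: 0% = DMSO vehicle and 100% = wells lacking enzyme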
NPY2 pot ag: human NPY-Y2 potentiation or agonism, primary screen | P49146 | cells expressing NPY-Y2, potentiator/agonist read-out | activation, % at 3.6 µM | 220,000 compounds, 0.45% hits; in the data active means activation above about 27%;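 further: cells stimulated with NPY near EC25 plus isoproterenol at EC100; 0% = vehicle plus submaximal agonist and 100% = vehicle plus saturating agonist; some results beyond the cut were filed as inactive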
NPY-Y1 PAM-ag: human NPY-Y1 potentiation or agonism, primary screen; P25929; NPY-Y1 expressing cells, potentiator/agonist activation; activation, % at 3.6 µM; 220,000 compounds, 0.37% hits; in the data active means activation above about 33%, passing the limit was not always enough;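 further: cells stimulated with NPY at EC10 then isoproterenol at EC100; 0% = low agonist plus stimulus and 100% = saturating agonist plus stimulus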
Runt-CBFb FRET: inhibitors of human RUNX1 Runt domain binding to CBFb; Q01196+Q13951; Cerulean-Runt/Venus-CBFb FRET ratio 530/480, 1 h; inhibition, % at 20 µM; 220,000 compounds, 0.46% hits;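 active means inhibition over about 50% at 20 µM in the single-dose screen, limit read from the data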;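 further: 0% = DMSO wells and 100% = excess unlabeled CBFb competitor control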
Target sequence (Q01196 whole entry, looked up, the tested form may be a part): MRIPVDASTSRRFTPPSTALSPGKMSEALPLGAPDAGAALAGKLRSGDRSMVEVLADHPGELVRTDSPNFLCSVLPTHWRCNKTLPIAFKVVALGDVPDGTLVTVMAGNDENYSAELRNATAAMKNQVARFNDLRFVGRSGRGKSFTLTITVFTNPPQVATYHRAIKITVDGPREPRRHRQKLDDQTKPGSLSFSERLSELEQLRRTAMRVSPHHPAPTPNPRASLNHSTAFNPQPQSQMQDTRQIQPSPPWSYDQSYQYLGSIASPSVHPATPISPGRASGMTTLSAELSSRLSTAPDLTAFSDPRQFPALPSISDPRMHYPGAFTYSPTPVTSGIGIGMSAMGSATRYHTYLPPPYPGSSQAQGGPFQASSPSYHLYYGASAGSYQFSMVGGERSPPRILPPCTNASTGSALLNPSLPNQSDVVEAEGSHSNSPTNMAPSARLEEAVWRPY
Target sequence (Q13951 whole entry, looked up, the tested form may be a part): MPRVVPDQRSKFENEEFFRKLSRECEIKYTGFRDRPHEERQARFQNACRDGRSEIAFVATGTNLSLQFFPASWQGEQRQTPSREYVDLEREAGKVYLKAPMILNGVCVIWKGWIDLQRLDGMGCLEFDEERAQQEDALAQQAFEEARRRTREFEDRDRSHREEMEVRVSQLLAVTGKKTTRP
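Schedule: protein complex preformed 1 h, compound exposure 1 h, room temperature, dark; test system: Cerulean-labeled Runt domain protein; amount: 100 nM per protein; buffer or medium: Tris 50 mM pH 7.5, KCl, K2SO4, 0.01% BSA; read-out: loss of energy transfer signal; detection: FRET fluorescence; controls: 5 µM unlabeled CBFb as full-inhibition high control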
NPY Y1 blocker: antagonists of human neuropeptide Y receptor Y1. P25929. HEK293-CNG Y1 cells, membrane potential fluorescence; NPY at EC95, then isoproterenol. inhibition, % at 3.6 µM. 200,000 compounds, 1% hits. AID 1040;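 active means inhibition above the campaign mean inhibition of all tested compounds plus 3 SD, cut at about 20% in these data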;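 further: 0% = DMSO wells given NPY plus isoproterenol and 100% = isoproterenol alone without NPY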
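Test system: HEK293 cells co-expressing NPY Y1 receptor and cyclic-nucleotide gated channel; Also added: NPY (25 nM), isoproterenol (1 µM), Ro 20-1724 (25 µM); Compound dosing: one concentration, 3.6 µM, in 0.4% DMSO; Timing: dye 3 h, compound 60 min room temperature, stimulation 45 min; Technique: Membrane-potential fluorescent dye readout.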
Mdm2 ligase inh: Mdm2 E3 ligase (human) inhibition | Q00987 | cell-based MDM2 ubiquitination luciferase reporter, 2 h; 0 = plate control, 100 = twice control, blank-subtracted | signal enhancement, % at 5 µM | 210,000 compounds, 0.11% hits | AID 1230;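 active means signal enhancement of 30% or more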;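 further: luminescence tracks abundance of the self-degrading MDM2-luciferase fusion protein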
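Buffer or medium: Cells held in DMEM | Assay system: Stable mammalian line carrying autodegrading MDM2–luciferase fusion reporter | Quantity: 2000 cells/well | Times: 4 h settle plus 2 h compound, 37 °C | Doses: One concentration, 5 µM, with 0.2% DMSO | Technique: Luminescence with SteadyLite reagent, 15 min at room temperature | Benchmarks: Plate controls and plate blanks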
Hck-Nef inh: human Hck-Nef kinase inhibition. Recombinant Hck-YEEI plus Nef, Z-Lyte FRET kinase assay. inhibition, % at 20 µM. 220,000 compounds, 0.68% hits. AID 463187;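 active means Hck-Nef kinase inhibition above about 50%, limit read from the data; inactive means inhibition below that limit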;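 further: 0% = DMSO with Hck plus Nef and 100% = Hck alone without Nef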
Runt-SMMHC FRET: Runt domain-CBFb-SMMHC interaction inhibition; Cerulean-Runt/Venus-CBFb-SMMHC FRET ratio 530/480, 1 h; inhibition, % at 20 µM; 220,000 compounds, 0.74% hits; AID 1434;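 active means mean inhibition across duplicate retests at 20 µM reaching about 50%, limit read from the data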;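 further: 0% = DMSO wells and 100% = wells with excess untagged CBFb-SMMHC; inhibitors lower the FRET ratio by blocking Runt binding to CBFb-SMMHC; some results filed as inactive read as strong as hits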
* marks the source's active call; other numbers are inactive results; nt = no result given.

no.	Runt-CBFb FRET	Mdm2 ligase inh	NPY2 pot ag	RBBP9 inh	Hck-Nef inh	NPY Y1 blocker	p97 ATPase inh	NPY-Y1 PAM-ag	Runt-SMMHC FRET	SMILES
1	-41	5	4	-4	3	5	1	13	-88	Cn1cc(/C=C2\SC(=S)N(NC(=O)c3ccccc3)C2=O)c2ccccc21
2	-2	-2	-12	-7	1	0	2	-13	3	CCOC(=O)C(NC(=O)CC)(Nc1ccccc1)C(F)(F)F (configuration not stated)
3	nt	nt	-2	-11	11	3	-1	-5	nt	CCn1nnc(-c2ccccc2NC(=O)c2cnccn2)n1
4	10	-14	9	-6	4	1	18*	-3	5	Cc1occc1-c1nnc(SCC(=O)c2c[nH]c3ccccc23)n1C
5	1	0	5	8	11	0	2	16	-2	CN1CCN(CC(=O)Nc2cccc([N+](=O)[O-])c2)CC1
6	0	-12	-7	-10	17	nt	-1	10	0	COc1ccccc1N1CCN(C(c2cccs2)C(C)NC(=O)c2ccncc2)CC1 (configuration not stated)
7	-1	-9	-3	-6	20	8	1	2	-1	COCCNC(=O)CCC(=O)NNc1nc2ccccc2c2nc(C)nn12
8	-2	-8	-21	-5	4	-1	-1	-6	0	CCn1c(SCC(N)=O)nnc1-c1ccc2c(c1)OCO2
9	-3	-8	-8	5	2	-2	1	8	-8	CCNC(=S)N1CCN(c2ccc([N+](=O)[O-])cc2)CC1
10	3	-7	1	-8	26	3	-3	-2	-1	CC(=O)OCC1=C(C(=O)O)N2C(=O)C(NC(=O)Cn3nc(C(F)F)c(Cl)c3C)C2SC1 (configuration not stated)
11	4	-2	-4	1	3	14	-1	-17	2	Cc1c(Cl)cccc1Nc1nc(N)nc(CSc2ncccn2)n1
12	nt	6	2	-3	-1	-1	0	15	-7	CN(C=O)CP(=O)(O)CN1CCCCC1
13	0	-4	0	-3	-1	3	6	5	4	Cc1ccc(S(=O)(=O)NCCC(=O)Nc2nnc(C)s2)cc1
14	-3	0	15	-13	-12	-7	-1	11	-3	COc1cccc(S(=O)(=O)NCC(=O)Nc2ccc(C(C)(C)C)cc2)c1
15	1	-1	-5	1	-7	2	-2	2	-1	CCn1nccc1C(=O)Nc1ccc(Cl)cc1Cl
16	1	-3	-10	-7	19	9	2	-21	1	CC(Cc1c[nH]c2ccccc12)C(=O)O (configuration not stated)
17	-3	-6	2	-7	1	15	-2	-8	4	COc1ccc(Cl)cc1C(=O)Nc1ccccc1N1CCN(C(=O)C(C)C)CC1
18	-2	-24	6	-4	1	1	5	12	0	COc1ccc(OC)c(S(=O)(=O)NCc2cccnc2)c1
19	-4	-8	-2	-5	-10	nt	7	25	-1	CCc1cc2c(=O)c(-c3nc4ccccc4[nH]3)coc2c(CN2CCCCC2C)c1O (configuration not stated)
20	-2	-15	-4	-4	-1	7	1	-14	1	O=C(Nc1cc(C(F)(F)F)ccc1N1CCOCC1)c1ccc(F)cc1
21	3	-1	5	-3	-9	3	-1	-33	1	COc1ccccc1NC(=S)NNC(=O)c1ccc(Cl)cc1Cl
22	-6	-6	-6	-5	15	3	0	10	-3	COc1cccc(CN(C)CC(=O)Nc2cccc(C(F)(F)F)c2)c1OC
23	-1	-4	1	-5	-15	-6	0	3	0	Cc1ccc(-c2csc3ncnc(SCC(N)=O)c23)cc1
24	1	-12	2	6	-1	1	-1	19	1	Cc1nn(-c2ccccc2)c(C)c1/C=C/C(=O)OCC(=O)N(C)C1CCS(=O)(=O)C1 (configuration not stated)
25	-2	-12	-4	-3	22	3	-6	-16	-6	COc1cccc(CN2CCN(C3CCN(c4cccc(C)c4C)CC3)CC2CCO)c1 (configuration not stated)

(continued)
no.	Runt-CBFb FRET	Mdm2 ligase inh	NPY2 pot ag	RBBP9 inh	Hck-Nef inh	NPY Y1 blocker	p97 ATPase inh	NPY-Y1 PAM-ag	Runt-SMMHC FRET	SMILES
26	1	-4	11	6	3	-5	3	4	-6	O=C1CCC([N+](=O)[O-])C(c2cccc(Br)c2)N1 (configuration not stated)
27	-3	-6	4	-1	10	nt	0	0	0	Cc1cc(C)n2nc(N)c(N=Nc3ccccc3)c2n1
28	0	0	-10	-23	11	-7	5	18	-1	CSc1ccccc1NC(=O)C(=O)c1c[nH]c2ccccc12
29	2	-10	-2	-2	1	3	1	-10	-1	COCCCN(C(=O)Nc1ccc(C)c(C)c1)C(C)c1ccccn1 (configuration not stated)
30	2	0	-4	-5	-4	nt	-8	-29	2	Cc1ccc(Nc2ncnc3c2nnn3Cc2ccccc2)cc1
31	-9	-6	-4	0	-3	-1	8	3	-9	O=C(O)COc1ccccc1C(Nc1ccccn1)c1cc(Cl)c2cccnc2c1O (configuration not stated)
32	-3	-1	4	-7	1	2	-9	4	1	CCCOc1ccc(-c2nc(C#N)c(NCC3CCCO3)o2)cc1 (configuration not stated)
33	16	4	-5	-8	30	7	4	-1	12	Cn1cccc1-c1cc(C(=O)N/N=C/C=C/c2ccccc2)[nH]n1
34	1	-1	-9	-10	7	13	-7	-19	3	C/C(=N\NC(=S)NCCc1ccccc1)c1ccc(C#N)cc1
35	0	4	0	-3	17	2	6	16	0	COc1ccc(/C=C/C(=O)NCCN=C2NS(=O)(=O)c3ccccc32)cc1
36	-1	6	-22	0	0	5	0	-7	0	CCCOc1ccccc1N1C(=O)CC(N2CCOCC2)C1=O (configuration not stated)
37	4	-2	8	-6	29	11	5	10	2	O=C(Nc1cc(S(=O)(=O)N2CCOCC2)ccc1O)c1ccc2c(c1)S(=O)(=O)c1ccccc1C2=O
38	2	-1	10	-10	3	3	11	-19	0	O=C(Cn1cncc1-c1ccc([N+](=O)[O-])cc1)Nc1cccc2ccccc12
39	0	-12	10	3	-2	2	0	0	1	CC(=O)Nc1nonc1NC(=O)c1ccc(F)cc1
40	0	-5	11	-9	13	-2	8	7	0	CCn1cc(CNC(=O)c2cc(COc3ccc(F)cc3F)on2)cn1
41	-4	5	-6	-5	7	0	-1	-21	0	CC#CCC(CC#CC)c1nc2ccccc2c(=O)n1N
42	-3	2	1	-7	0	6	-7	6	-6	CCCCCCNC(=O)C(C(=O)OCC)C1CCCCC1 (configuration not stated)
43	0	-5	12	-7	3	3	1	11	-8	Cc1ccc(-c2cc(C(F)(F)F)n3ncc(C(=O)N4CCCc5ccccc54)c3n2)cc1
44	0	-16	-9	-3	-1	-3	6	6	-4	COc1ccc(N2C(=O)CC(Sc3nccc(C)n3)C2=O)cc1 (configuration not stated)
45	-9	-12	4	-4	23	0	6	3	-25	CCC1=[N+](CC(=O)c2ccc(C)cc2)CCn2cccc21
46	0	-7	-23	-2	8	nt	8	2	-3	Cn1c(=O)c2cc3ccccc3nc2n(C)c1=O
47	0	9	7	-1	19	5	5	16	0	CNC(=O)NC(=O)C(C)Oc1ccccc1F (configuration not stated)
48	3	-5	6	2	0	-1	5	-3	2	O=C(NC(=S)Nc1cccc2cccnc12)c1ccccc1
49	0	-6	-6	-9	23	6	0	5	2	CCOc1ccc(C(C)NC(=S)NC2CCCCC2)cc1OCC (configuration not stated)

Entries listed so far containing a Cl atom (six):
no.	Runt-CBFb FRET	Mdm2 ligase inh	NPY2 pot ag	RBBP9 inh	Hck-Nef inh	NPY Y1 blocker	p97 ATPase inh	NPY-Y1 PAM-ag	Runt-SMMHC FRET	SMILES
10	3	-7	1	-8	26	3	-3	-2	-1	CC(=O)OCC1=C(C(=O)O)N2C(=O)C(NC(=O)Cn3nc(C(F)F)c(Cl)c3C)C2SC1 (configuration not stated)
11	4	-2	-4	1	3	14	-1	-17	2	Cc1c(Cl)cccc1Nc1nc(N)nc(CSc2ncccn2)n1
15	1	-1	-5	1	-7	2	-2	2	-1	CCn1nccc1C(=O)Nc1ccc(Cl)cc1Cl
17	-3	-6	2	-7	1	15	-2	-8	4	COc1ccc(Cl)cc1C(=O)Nc1ccccc1N1CCN(C(=O)C(C)C)CC1
21	3	-1	5	-3	-9	3	-1	-33	1	COc1ccccc1NC(=S)NNC(=O)c1ccc(Cl)cc1Cl
31	-9	-6	-4	0	-3	-1	8	3	-9	O=C(O)COc1ccccc1C(Nc1ccccn1)c1cc(Cl)c2cccnc2c1O (configuration not stated)

Screening results: PubChem BioAssay, several laboratories

Not a hit list, and some 3.5% of all compounds hit somewhere here.
